High-throughput results from PubChem BioAssay.
FAK inh = FAK (human) kinase inhibition; Q05397; biochemical FAK kinase activity assay; inhibition, %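 (tested at 7 µM)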; 97,000 tested, 0.84% active; AID 727; in the data active = inhibition above about 19%;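 also: 0% = DMSO and 100% = reference compound high control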
PLK1 kinase inh = blocks human PLK1 kinase activity | P53350 | recombinant PLK1 kinase, TR-FRET peptide phosphorylation | inhibition, % at 10 µM | 97,000 tested, 0.53% active;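 active = inhibition of 50% or more in the single-concentration screen; inactive = inhibition below 50%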;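 also: 0% = DMSO max control and 100% = H-89 dihydrochloride min control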
Target sequence (P53350 whole entry, looked up): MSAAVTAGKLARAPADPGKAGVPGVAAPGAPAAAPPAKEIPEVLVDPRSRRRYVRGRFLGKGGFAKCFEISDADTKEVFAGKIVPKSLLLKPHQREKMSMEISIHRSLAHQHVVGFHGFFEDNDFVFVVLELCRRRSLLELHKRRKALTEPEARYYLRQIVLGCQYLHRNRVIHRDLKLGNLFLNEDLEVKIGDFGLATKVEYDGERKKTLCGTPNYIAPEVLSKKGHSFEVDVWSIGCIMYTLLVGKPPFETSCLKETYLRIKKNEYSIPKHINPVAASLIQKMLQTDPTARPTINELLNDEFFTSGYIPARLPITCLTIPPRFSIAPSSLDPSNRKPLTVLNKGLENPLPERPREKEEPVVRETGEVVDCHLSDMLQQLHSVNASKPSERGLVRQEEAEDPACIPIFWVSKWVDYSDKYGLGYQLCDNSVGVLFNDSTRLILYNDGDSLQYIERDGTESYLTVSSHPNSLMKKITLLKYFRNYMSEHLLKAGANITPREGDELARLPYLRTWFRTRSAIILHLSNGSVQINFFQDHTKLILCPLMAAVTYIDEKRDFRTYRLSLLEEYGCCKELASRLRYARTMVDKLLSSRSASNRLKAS
PLK1 PBD inh = blocks phosphopeptide binding to human Plk1 polo box domain; 97,000 tested, 0.13% active; AID 693; Plk1 PBD phosphopeptide binding, fluorescence polarization; inhibition, %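 (tested at about 20 µM)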; P53350; in the data active = inhibition above about 34%, passing the limit was not always enough
EphB4 antag = EphB4-ephrin-B2 interaction antagonism; P54760; EphB4 LBD / TNYL-RAW-Alexa532 peptide, fluorescence polarization; inhibition, % at 7 µM; 97,000 tested, 0.15% active; AID 720;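 active = inhibition above the screen-wide mean inhibition plus 3 SD, cut at about 15% in these data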;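 also: 0% = DMSO wells and 100% = excess unlabeled TNYL-RAW peptide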
PLAP activator = activators of human placental alkaline phosphatase; purified PLAP enzyme, luminescent substrate read-out; stronger effect = higher value; activation fold at 20 µM; 96,000 tested, 1.2% active; AID 696; in the data active = activation fold above about 2
MT1-MMP txn act = activates MT1-MMP transcription. AID 750. 86,000 tested, 0.16% active. activation factor at 10 µM. HT1080 MT1-MMP promoter luciferase reporter, luminescence, overnight; stronger effect = higher value;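 active = activation factor of at least 2 for MT1-MMP transcription at 10 µM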
S1P2 antag = blocks the human S1P2 receptor; O95136; cell-based S1P2 antagonist assay, inhibition at 5 uM; inhibition, % at 5 µM; 97,000 tested, 0.21% active; in the data active = inhibition above about 45%;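 also: CRE beta-lactamase reporter cells expressing human S1P2 stimulated with S1P; 0% = agonist at EC80 alone and 100% = agonist plus reference antagonist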
Rev-RRE block = inhibitors of HIV-1 Rev-RRE RNA interaction. P05866. Rev peptide-RRE RNA binding, FRET. inhibition, % at 8 µM. 97,000 tested, 0.79% active. AID 704;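 active = inhibition above the screen-wide mean plus 3 SD, cut at about 35% in these data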;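 also: 0% = median DMSO wells and 100% = median Neomycin B control wells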
Target sequence (P05866 whole entry, looked up): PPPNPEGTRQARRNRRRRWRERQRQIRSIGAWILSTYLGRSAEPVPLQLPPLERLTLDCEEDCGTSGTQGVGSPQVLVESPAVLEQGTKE
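Test system: labelled RRE RNA duplex and labelled Rev peptide. Times: 5 min compound–RNA preincubation, then 15 min with peptide, 25 °C. Doses: single-dose 8 µM. Measured by: FRET, excitation 480 nm, emission 540 nm donor and 671 nm acceptor. Measure: % inhibition of FRET ratio versus controls.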
S1P2 ag = S1P2 (human) receptor agonism; O95136; S1P2-expressing cell line, agonist reporter read-out; activation, % at 4.5 µM; 97,000 tested, 0.46% active; AID 729; in the data active = activation above about 16%;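 also: 0% = vehicle low control and 100% = maximal reference agonist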
The depositor's hits bear a star; nt = not tested or not shown.

SMILES	FAK inh	PLK1 kinase inh	PLK1 PBD inh	EphB4 antag	PLAP activator	MT1-MMP txn act	S1P2 antag	Rev-RRE block	S1P2 ag
CCOC(=O)c1c(N)sc(-c2ccccc2)c1C	0	-9	11	7	nt	1.4	-8	2	-2
O=C(NCC1CCCO1)Nc1cccc(Cl)c1 (stereo unspecified)	3	-13	7	-2	1	1.4	-4	5	1
Cc1nnc(N(C)C(=O)c2cccnc2)s1	2	-9	13	8	0.9	1.1	-2	11	-8
Cc1cc2nnc(SCC(=O)NCc3cccs3)n2c(N)n1	-3	-2	10	-7	0.9	1	-5	8	-9
Cc1c(N(C(=O)c2cc(=O)[nH]c3ccccc23)C(C)C)c(=O)n(-c2ccccc2)n1C	2	-14	-12	1	0.9	1.1	26	3	-5
CC(=O)N(Cc1ccc2c(c1)OCO2)C1CC(=O)N(CCc2ccccc2)C1=O (stereo unspecified)	2	3	-10	5	1.5	1.1	10	5	-2
Cc1noc(NS(=O)(=O)c2ccc(NC(=O)CC34CC5CC(CC(Br)(C5)C3)C4)cc2)c1C	4	-10	-13	4	1.1	1.1	26	2	-2
Cc1onc(COc2ccccc2O)c1Br	-5	-13	-24	-5	0.8	1.2	11	0	-1
CCOc1cccc(CNc2ccc(O)cc2)c1OCc1ccc(Cl)cc1	30*	-2	13	-1	0.9	nt	-15	0	-7
Cc1ccc(O)c(-c2cc(-c3ccccc3F)[nH]n2)c1	2	-10	-19	0	0.9	1.5	7	19	-9
COc1cccc2c(=O)n(CC(=O)NC3CCCC3)ccc12	2	-10	-26	5	1	1.1	30	5	-3
Cc1cc(C(=O)OC2CCOC2=O)c2ccccc2n1 (stereo unspecified)	-7	-2	17	6	1.1	1.3	-14	4	-6
O=C(COC(=O)c1ccco1)c1ccc2ccccc2c1	-1	-3	-12	-1	0.8	nt	-1	11	-3
Cc1ccc(CN2CCN(Cc3ccccc3C(F)(F)F)CC2)cc1	1	0	-34	3	1	nt	6	11	-3
CCOC(=O)C1CCCN(S(=O)(=O)c2cc(OCC(N)=O)c(C)cc2Cl)C1 (stereo unspecified)	2	-16	-4	-3	1.5	1.1	-10	3	-3
CC(=O)Nc1c(O)nc(SCC(=O)Nc2sc3c(c2C#N)CCCCCC3)[nH]c1=O	-3	-1	0	1	1.1	1.1	7	-2	1
CCOC(=O)c1[nH]c2ccc(OC)cc2c1NC(=O)CN1CCc2ccccc2C1	2	-3	15	-1	1	1.3	10	4	-4
CCCCOc1ccc(-c2nnn(CCC(=O)N3CCOCC3)n2)cc1	4	-14	-7	-1	1.6	1.3	28	4	-2
N#Cc1ccccc1NC(=O)COC(=O)CSc1nc2ccccc2o1	-2	-11	-32	-11	1	1.3	11	-4	-4
CCOC(=O)c1ccc(N2C(=O)C3CC=C(C)CC3C2=O)cc1 (stereo unspecified)	-2	-9	5	-7	0.9	0.9	0	-5	-1
Cc1cc2occ(CC(=O)Nc3nccs3)c2cc1C(C)C	3	-6	-23	0	0.9	nt	-30	3	-2
O=C(Cc1c(F)cccc1Cl)Nc1ccncc1	9	-3	5	1	0.9	1.2	7	7	0
Cc1cccc2cc(C(c3nnnn3CC3CCCO3)N3CCCc4ccccc43)c(=O)[nH]c12 (stereo unspecified)	4	-14	-4	0	1.6	1.2	4	3	-10
CCN1CCN(c2nc3c(c(=O)n(C)c(=O)n3C)n2Cc2cccc3ccccc23)CC1	0	-7	9	4	1.4	1.2	2	6	-3
NC1=NC2(CCC(c3ccccc3)CC2)n2c(nc3ccccc32)N1 (stereo unspecified)	-3	4	-11	0	2.8*	1.1	11	3	-8
O=C(c1ccccc1)N1CCCC(C(=O)N2CCc3ccccc3C2)C1 (stereo unspecified)	0	-2	-16	1	1	1.1	-8	5	-1
N#Cc1cnc(SCCc2ccccc2)nc1N	7	7	-4	-5	0.9	1.3	-4	34	-5
CCC(C)(C)NC(=O)C(c1ccc(OC)cc1)N(Cc1cccs1)C(=O)CCC(=O)Nc1cc(C)on1 (stereo unspecified)	3	-1	2	-3	nt	1.2	-21	2	-3
CCC(c1nnnn1C(C)(C)C)N1CCN(C2CCCC2)CC1 (stereo unspecified)	-4	-4	21	-3	1.3	1	-17	1	-2
COc1ccccc1N1CCN(C(=O)CSc2nnc(NC(=O)C3CCC3)s2)CC1	1	-17	-30	-9	1.2	1.2	-6	11	0

An excerpt from above with just MT1-MMP txn act and FAK inh:
structure	MT1-MMP txn act	FAK inh
Cc1cccc2cc(C(c3nnnn3CC3CCCO3)N3CCCc4ccccc43)c(=O)[nH]c12 (stereo unspecified)	1.2	4
CCN1CCN(c2nc3c(c(=O)n(C)c(=O)n3C)n2Cc2cccc3ccccc23)CC1	1.2	0

Not a retest: an excerpt of the list.
SMILES	FAK inh	PLK1 kinase inh	PLK1 PBD inh	EphB4 antag	PLAP activator	MT1-MMP txn act	S1P2 antag	Rev-RRE block	S1P2 ag
CCCCOc1ccc(-c2nnn(CCC(=O)N3CCOCC3)n2)cc1	4	-14	-7	-1	1.6	1.3	28	4	-2
N#Cc1ccccc1NC(=O)COC(=O)CSc1nc2ccccc2o1	-2	-11	-32	-11	1	1.3	11	-4	-4
CCOC(=O)c1ccc(N2C(=O)C3CC=C(C)CC3C2=O)cc1 (stereo unspecified)	-2	-9	5	-7	0.9	0.9	0	-5	-1
Cc1cc2occ(CC(=O)Nc3nccs3)c2cc1C(C)C	3	-6	-23	0	0.9	nt	-30	3	-2
O=C(Cc1c(F)cccc1Cl)Nc1ccncc1	9	-3	5	1	0.9	1.2	7	7	0
Cc1cccc2cc(C(c3nnnn3CC3CCCO3)N3CCCc4ccccc43)c(=O)[nH]c12 (stereo unspecified)	4	-14	-4	0	1.6	1.2	4	3	-10
CCN1CCN(c2nc3c(c(=O)n(C)c(=O)n3C)n2Cc2cccc3ccccc23)CC1	0	-7	9	4	1.4	1.2	2	6	-3
NC1=NC2(CCC(c3ccccc3)CC2)n2c(nc3ccccc32)N1 (stereo unspecified)	-3	4	-11	0	2.8*	1.1	11	3	-8
O=C(c1ccccc1)N1CCCC(C(=O)N2CCc3ccccc3C2)C1 (stereo unspecified)	0	-2	-16	1	1	1.1	-8	5	-1
N#Cc1cnc(SCCc2ccccc2)nc1N	7	7	-4	-5	0.9	1.3	-4	34	-5
CCC(C)(C)NC(=O)C(c1ccc(OC)cc1)N(Cc1cccs1)C(=O)CCC(=O)Nc1cc(C)on1 (stereo unspecified)	3	-1	2	-3	nt	1.2	-21	2	-3
CCC(c1nnnn1C(C)(C)C)N1CCN(C2CCCC2)CC1 (stereo unspecified)	-4	-4	21	-3	1.3	1	-17	1	-2
COc1ccccc1N1CCN(C(=O)CSc2nnc(NC(=O)C3CCC3)s2)CC1	1	-17	-30	-9	1.2	1.2	-6	11	0

(next part)
SMILES	FAK inh	PLK1 kinase inh	PLK1 PBD inh	EphB4 antag	PLAP activator	MT1-MMP txn act	S1P2 antag	Rev-RRE block	S1P2 ag
COc1ccccc1N1CCN(C(CNS(=O)(=O)c2ccc(C)cc2)c2cccnc2)CC1 (stereo unspecified)	1	-8	-10	3	1.6	nt	6	10	-2
CCOC(=O)C1CCCN(C(=O)/C=C/c2cccc([N+](=O)[O-])c2)C1 (stereo unspecified)	-4	-4	-15	-4	1.1	nt	1	1	-5
N/C(Cc1cccs1)=N\OC(=O)COc1ccccc1Cl	5	-4	-3	-8	1	1.2	10	2	-3
COc1ccccc1C(c1nnnn1C(C)(C)C)N1CCN(Cc2ccncc2)CC1 (stereo unspecified)	1	-8	-13	6	1.3	1.1	12	-3	0
CC(=O)Nc1cc(C(=O)N2CCCC2)ccc1Sc1ccc(Cl)cc1	1	-11	1	-3	1.1	1.1	-10	2	-3
CCn1c(SCC(=O)Nc2ccccc2C(=O)OC)nnc1-c1ccc(N)cc1	-1	1	27	7	0.8	1.1	13	4	-6
O=C1CC(N2CCN(Cc3ccc4c(c3)OCO4)CC2)C(=O)N1c1ccccc1 (stereo unspecified)	-3	17	-12	6	1.3	1.3	9	10	-1
CN(C)c1ccc(C(c2nnnn2C(C)(C)C)N2CCN(C(=O)c3ccco3)CC2)cc1 (stereo unspecified)	1	-8	15	0	1.2	1.1	12	2	-11
Cc1cccc(C)c1N/C=C/c1onc(C)c1[N+](=O)[O-]	0	-5	20	3	1.1	nt	-36	14	-2
O=C(Nc1cccnc1Cl)c1cc(-c2ccco2)on1	0	-6	-16	-2	1	1.4	-9	9	-2
Cc1nc2sc(C(c3ccco3)N3CCOCC3)c(O)n2n1 (stereo unspecified)	0	-12	3	0	nt	1.1	-7	4	-11
CC(C)CCNC(=O)C12CN(Cc3ccccc3)CC1C(c1cccc([N+](=O)[O-])c1)=NO2 (stereo unspecified)	1	-12	-9	-3	1.1	nt	-14	8	-4
CN(C)c1ccc(-c2nnc(-c3ccc(S(=O)(=O)C(F)F)cc3)o2)cc1	3	-14	-17	-4	0.9	1.2	19	28	-2
O=C(CSc1ccc(Cl)cc1)Nc1ccc(NC(=O)c2ccco2)cc1	5	-13	-2	3	0.9	nt	-4	3	-2
CC(C)(C)NC(=O)c1cnn2c1NC(c1ccc(F)cc1)CC2C(F)(F)F (stereo unspecified)	-2	-17	-9	2	1.1	1	16	4	-5
Cc1ccnc(NC(=O)CCc2c(C)nc3ncnn3c2C)c1	-3	-7	-21	-10	0.9	1.2	-19	3	-2
O=C(Nc1ccc(-c2nc3ccccc3s2)cc1)c1cc(-n2cnnc2)ccc1Cl	8	-13	-26	-1	1.2	nt	12	3	-7
COc1ccccc1C1C2=C(N=C3SCC(=O)N31)c1ccccc1CC2 (stereo unspecified)	9	-2	-31	1	1	1.1	2	-7	0
C=CCNC(=S)N1CCN(CCN=CC2=C(O)CC(c3ccco3)CC2=O)CC1 (stereo unspecified)	-1	-3	6	3	1.2	0.9	-10	-4	-7
CCn1c(SCC(=O)O)nnc1-c1ccccc1	-1	-6	27	-10	1.1	1.2	-3	3	-1
C=CCOc1cccc(C2c3c(oc4ccccc4c3=O)C(=O)N2c2ccccn2)c1 (stereo unspecified)	-1	-9	-2	-2	0.8	1.1	1	0	-3
NCCN=C1NS(=O)(=O)c2ccccc21	2	-6	-8	0	nt	1.3	-18	9	-2
CC1CCCN(C(=O)C(C)Sc2nc(-c3ccccc3)cc(C(F)(F)F)n2)C1 (stereo unspecified)	2	-4	12	-3	1.6	1	-14	-5	-2
C=C(C)c1cccc(C(C)(C)NC(=O)N(Cc2ccccc2)Cc2ccco2)c1	0	-1	-11	0	0.9	1.1	-5	6	-3
CN(C)c1ccc(CNCCC2CCOC(C)(C)C2)cc1 (stereo unspecified)	-2	-10	1	4	0.9	1	3	6	0
CS(=O)(=O)N(CC(=O)NCCSC1CCCCC1)c1ccc2c(c1)OCO2	-1	-16	-14	1	1.1	1.2	2	0	-3
